Bcl-B TR3 displacers: displacers of TR3 peptide from Bcl-B, primary screen, selectivity assay for Bfl-1 inhibitor project, biochemical, fluorescence polarization; FP displacement of FITC-TR3 peptide from Bcl-B; higher % means a stronger effect; hit rate 0.11% among 96,000; one-dose displacement, % at 20 µM; IC50 in µM for titrated hits; AID 748;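 active means displacement above 50% at 20 µM plus a fluorescence interference ratio under 1.5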;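 further: plate controls were wells without compound for no effect and wells lacking Bcl-B protein for full effect; a part of the inactive calls stands beside numbers as strong as those of hits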
IL1B NFkB pot: enhances IL-1B driven NFkB nuclear translocation; HUVEC IL-1B NFkB p65 nuclear translocation imaging; activation, % at 2 µM; hit rate 0.3% among 94,000; AID 819;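 active means activation above 40%, about the mean plus 3 SD, also judged a hit on visual image review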;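 further: percent activation is computed from the nuclear over cytoplasmic p65 intensity ratio; values of inactives mirror those of a sister screen read the other way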
PLAP inhibition: PLAP enzyme inhibitors, biochemical, luminescence, HTS (AID 690). hit rate 0.08% among 96,000. purified PLAP, luminescent substrate; higher % means a stronger effect. inhibition, % at 20 µM, or IC50 in µM where a hit was titrated; in the data active means a potency from the dose series; inactive means the rest, 99 in 100 with inhibition below about 30%; further: strong numbers were not always called active
IL1B NFkB inh: blocks IL-1B driven NFkB nuclear translocation in HUVEC cells. HUVEC IL-1B NFkB p65 nuclear translocation imaging. inhibition, % at 2 µM. hit rate 0.43% among 94,000. AID 796;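 active means inhibition above about 30% together with a positive call from visual inspection of the well image, limit read from the data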;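 further: nuclear over cytoplasmic p65 intensity ratio measured by imaging; 0% = IL-1B stimulated DMSO wells and 100% = unstimulated DMSO wells; values of inactives mirror those of a sister screen read the other way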
MRP reversal: reverses drug resistance mediated by MRP; H69AR cells + 2 uM doxorubicin, CellTiter-Glo, 72 h; differential viability (reversal), % at 10 µM; hit rate 0.04% among 85,000; AID 602;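 active means viability drop by adding the cancer drug above about 55%, with treated viability meeting a 40% cutoff, limit read from the data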;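 further: viability without doxorubicin minus viability with 2 µM doxorubicin for each compound; larger differential means the compound sensitizes cells more to doxorubicin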
MRP reversal cytotoxicity: recorded beside MRP reversal, whose call it bears; viability, %; H69AR cells, CellTiter-Glo, 72 h; measured here: cytotoxicity without doxorubicin
MRP reversal with doxorubicin: second read-out of MRP reversal, no call of its own (marks repeat the call); viability, %; measured here: viability with 2 uM doxorubicin; hits give low values
IL1B NFkB inh cell count 2 µM: further read-out of IL1B NFkB inh, marked with its call; cell count; measured here: cells passing quality filter;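 raw number of nuclei counted in each imaged well without normalization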
IL1B NFkB pot cell count 2 µM: recorded beside IL1B NFkB pot, whose call it bears; cell count; measured here: cells passing quality filter
The depositor's hits bear a star; / = not tested or not shown. A portion of the library, so the mix of outcomes need not match the whole.

1) Cc1ccc(S(=O)(=O)N2CCCC2C(=O)Oc2ccccc2)cc1 (stereo unspecified)
2) CCOc1cc(NC(=O)c2ccco2)c(OCC)cc1NC(=O)COc1ccccc1
3) CCC(C)NC(=O)C1CCCN(C(=O)NC2CCCCC2)C1 (stereo unspecified)
4) O=C1NC2(CCCCC2)C(=O)N1/N=C/c1ccc(O)cc1O
5) Cc1cc(Nc2cc(C(=O)O)ccc2C)n2ncnc2n1
6) N#Cc1ccc(NC(=O)c2sc3cc(C(F)(F)F)cnc3c2-c2cccs2)cc1
7) Cc1ccc(S(=O)(=O)N2CC3CCCN3c3ccc(C(F)(F)F)cc32)cc1 (stereo unspecified)
8) Nn1cnn(Cc2ccccc2)c1=S
screen / no.	1	2	3	4	5	6	7	8
Bcl-B TR3 displacers	-10%	-15%	-4%	4%	-2%	18%	-2%	1%
IL1B NFkB inh	-6	-8	-6	-2	-6	/	2	-6
PLAP inhibition	-38%	-30%	-6%	-24%	0%	19%	21%	3%
IL1B NFkB pot cell count 2 µM	111	136	166	162	47	/	146	121
MRP reversal	17	-12	14	/	-14	-2	/	/
MRP reversal cytotoxicity	102	92	95	/	94	84	/	/
MRP reversal with doxorubicin	85	104	81	/	108	85	/	/
IL1B NFkB pot	6	8	7	2	6	/	-2	6
IL1B NFkB inh cell count 2 µM	111	136	166	162	47	/	146	121

9) COc1ccccc1OCCN1C(=O)S/C(=C\c2ccco2)C1=O
10) Cc1cc(=O)[nH]c2ccc(Cl)cc12
11) O=C(CSc1c2c(nc3cc(Cl)ccc13)CCCC2)NCc1ccco1
12) COC(=O)c1cc(OC)c(OC)cc1NC(=O)Nc1ccccc1OC
13) COc1ccc(NS(=O)(=O)c2c(C)n(C)c(=O)n(C)c2=O)cc1OC
14) CCNc1nc(SCc2ccccc2)nc(N2CCOCC2)n1
15) CCn1nc(NC(=O)c2ccco2)c2cc3ccc(C)cc3nc21
16) CCOc1ccc(-c2cc(C(=O)N3CCN(c4ccccn4)CC3)c3ccccc3n2)cc1
screen / no.	9	10	11	12	13	14	15	16
Bcl-B TR3 displacers	-2%	-4%	-18%	-9%	13%	-12%	0%	-10%
IL1B NFkB inh	27	7	-1	-28	-1	1	-14	1
PLAP inhibition	0%	-21%	-36%	16%	6%	20%	-19%	12%
IL1B NFkB pot cell count 2 µM	140	71	162	149	65	144	144	135
MRP reversal	/	6	1	1	10	0	/	-48
MRP reversal cytotoxicity	/	86	2	95	101	77	/	18
MRP reversal with doxorubicin	/	81	1	94	91	77	/	66
IL1B NFkB pot	-27	-7	1	28	1	-1	14	-1
IL1B NFkB inh cell count 2 µM	140	71	162	149	65	144	144	135

17) COc1ccccc1C(=O)N1CCNC(=O)C1CC(=O)Nc1cccc(C)c1 (stereo unspecified)
18) C=CCn1c(=N)n(CC(=O)OCC)c2ccccc21
19) COc1cc(C(=O)N[C@H](C(=O)NC(C)C23CC4CC(CC(C4)C2)C3)C(C)C)cc(OC)c1OC (stereo partly specified)
20) COc1cccc(CNc2ccc(F)c(Cl)c2)c1
21) CCOC(=O)c1ccc(CSc2nncn2N)o1
22) O=C(NC1CCCCC1)N1CCC(c2nc3ccc(Cl)cc3[nH]2)CC1
23) CCn1c(=O)cc(SCC(=O)Nc2ccc(Cl)cc2)c2ccccc21
24) COc1ccc(Cl)cc1N(CC(=O)N1CCC(C)CC1)S(C)(=O)=O
screen / no.	17	18	19	20	21	22	23	24
Bcl-B TR3 displacers	18%	5%	-8%	-2%	-3%	-17%	4%	6%
IL1B NFkB inh	4	2	-14	-3	5	-21	7	-16
PLAP inhibition	-11%	13%	-76%	12%	7%	-20%	-15%	-4%
IL1B NFkB pot cell count 2 µM	141	180	137	168	73	142	187	153
MRP reversal	2	/	-27	11	-3	-2	0	2
MRP reversal cytotoxicity	95	/	42	91	98	78	16	96
MRP reversal with doxorubicin	94	/	68	81	101	80	17	94
IL1B NFkB pot	-4	-2	15	3	-5	21	-7	16
IL1B NFkB inh cell count 2 µM	141	180	137	168	73	142	187	153

25) CCN(CC)CCn1c(NCc2ccco2)nc2ccccc21
26) O=C(NCc1cccs1)Nc1cccc(Cl)c1
27) Cc1ccccc1-c1nc(CN2CCC(C(=O)NCc3cccnc3)CC2)c(C)o1
28) Cc1ccc(Nc2nnns2)cc1C
29) COc1cc(NS(=O)(=O)c2ccc(NC(=O)NC3CCCCC3)cc2)nc(OC)n1
30) O=C(Nc1ccn(Cc2ccccc2F)n1)c1ccc(COc2cccc(Br)c2)cc1
31) O=c1c([N+](=O)[O-])c(NC2CCCCC2)c2ccccc2n1-c1ccccc1
32) COc1ccc(S(=O)(=O)N2CCN(C(=O)c3cnc(C)cn3)CC2)cc1
screen / no.	25	26	27	28	29	30	31	32
Bcl-B TR3 displacers	-5%	/	-6%	-4%	-7%	-6%	/	-12%
IL1B NFkB inh	-10	8	3	/	-19	-14	-6	-4
PLAP inhibition	15%	/	-74%	14%	-40%	-8%	/	-9%
IL1B NFkB pot cell count 2 µM	163	79	121	/	150	174	129	156
MRP reversal	7	-2	10	10	-6	/	-1	0
MRP reversal cytotoxicity	93	93	98	101	86	/	73	88
MRP reversal with doxorubicin	86	95	88	91	93	/	74	88
IL1B NFkB pot	10	-8	-3	/	19	14	6	4
IL1B NFkB inh cell count 2 µM	163	79	121	/	150	174	129	156

33) O=C1CC(c2cccc(Cl)c2)Cc2nc(N3CCOCC3)ncc21 (stereo unspecified)
34) O=C(CN1CCN(Cc2ccc(F)cc2)C1=O)NCc1cccs1
35) O=C(Nc1ccccc1)c1ccc(CN2CCC(Cc3ccccc3)CC2)cc1
36) O=C(Cn1cnc2sc(-c3ccccc3)cc2c1=O)NCc1ccccc1
37) COc1ccc(CN2CC(C(=O)NCc3ccc4c(c3)OCO4)CC2=O)cc1 (stereo unspecified)
38) COc1ccc(C(=O)N2CCN(C(=O)c3cc(OC)c(OC)c(OC)c3)CC2)cc1
39) CCOc1cc2[nH]c(=S)n(CCCOC)c(=O)c2cc1OCC
40) CC(C)(C)Nc1ncnc2c1cnn2-c1ccccc1
screen / no.	33	34	35	36	37	38	39	40
Bcl-B TR3 displacers	4%	-10%	/	-20%	-1%	-6%	-3%	-3%
IL1B NFkB inh	-14	-6	8	-2	-8	/	/	/
PLAP inhibition	-53%	-1%	/	6%	6%	-22%	-34%	-4%
IL1B NFkB pot cell count 2 µM	129	163	114	157	168	/	/	/
MRP reversal	-16	9	/	-25	14	25	5	-36
MRP reversal cytotoxicity	77	101	/	22	107	71	71	45
MRP reversal with doxorubicin	93	92	/	47	93	45	67	81
IL1B NFkB pot	14	6	-8	2	8	/	/	/
IL1B NFkB inh cell count 2 µM	129	163	114	157	168	/	/	/

41) COc1ccc(C2CC(=O)C3=C(C2)Nc2ccccc2N(C(=O)C2CC2)C3c2cccnc2)cc1OC (stereo unspecified)
42) C=CCn1c(N)c(C(=O)OC(C)CC)c2nc3ccccc3nc21 (stereo unspecified)
43) CCCCOC(=O)CCc1c(C)[nH]c(=O)c(C#N)c1C
44) CC(C)OC(=O)C1C2C=CC3(CN(C(C)c4ccc(Br)cc4)C(=O)C13)O2 (stereo unspecified)
45) Cc1cc(NC(=O)CCC(=O)N(Cc2cccs2)C(C(=O)NC2CCCC2)c2cccnc2)no1 (stereo unspecified)
46) CCOc1ccc(S(=O)(=O)Nc2cccc(Cl)c2)cc1
47) CCCCCCn1c(CN2CCCCC2C)nc2c1c(=O)n(C)c(=O)n2C (stereo unspecified)
48) CC(C)OC(=O)CSc1nnc(-c2cccnc2)n1N
screen / no.	41	42	43	44	45	46	47	48
Bcl-B TR3 displacers	-6%	8%	0%	-5%	7%	/	/	4%
IL1B NFkB inh	10	-5	-12	/	4	-16	-2	-17
PLAP inhibition	-67%	-52%	2%	-67%	-26%	/	/	13%
IL1B NFkB pot cell count 2 µM	38	152	87	/	175	117	117	115
MRP reversal	18	14	7	20	13	-34	/	12
MRP reversal cytotoxicity	92	109	104	101	99	10	/	102
MRP reversal with doxorubicin	73	96	97	81	85	44	/	91
IL1B NFkB pot	-10	5	12	/	-4	16	2	17
IL1B NFkB inh cell count 2 µM	38	152	87	/	175	117	117	115

49) COc1cc(-c2nn3c(-c4ccccc4)nnc3s2)cc(OC)c1OC
50) CC(C)Cc1cc(C(=O)Nc2c(F)cc(F)cc2Br)no1
51) Cc1ccc(S(=O)(=O)NCc2csc(C)n2)c(C)c1
52) CC(Sc1n[nH]c(=O)[nH]c1=O)C(=O)OCc1ccccc1 (stereo unspecified)
53) C[N+](C)(C)CCCN1C(=O)CCCC1=O
54) CC1CCCN(c2oc(-c3cccc4ccccc34)nc2C#N)C1 (stereo unspecified)
55) CC(=O)C1=C(C)NC(SCC(=O)c2ccc(Cl)cc2)=C(C#N)C1CC(C)C (stereo unspecified)
56) CC1(C)N=C(c2ccccn2)C(C)(C)N1O
screen / no.	49	50	51	52	53	54	55	56
Bcl-B TR3 displacers	11%	0%	9%	-1%	0%	6%	-22%	6%
IL1B NFkB inh	-11	-13	-31	-7	4	/	-9	-5
PLAP inhibition	-9%	9%	4%	-28%	4%	-12%	-22%	-18%
IL1B NFkB pot cell count 2 µM	107	73	128	108	161	/	199	168
MRP reversal	-3	/	3	2	/	16	10	18
MRP reversal cytotoxicity	40	/	84	93	/	95	63	95
MRP reversal with doxorubicin	43	/	81	91	/	79	53	77
IL1B NFkB pot	11	13	31	7	-4	/	9	5
IL1B NFkB inh cell count 2 µM	107	73	128	108	161	/	199	168

Along the list, quoted from above.
Compounds 46–49 in IL1B NFkB inh read -16, -2, -17, -11
Compounds 46–49 in MRP reversal read -34, /, 12, -3

Continuation:
57) CCN1CCN(CCCNC(=O)c2cc3cc4ccc(OC)cc4nc3o2)CC1
58) CC(C)n1nnnc1SCC(=O)NCc1ccc2c(c1)OCO2
59) Cc1cc(C)cc(NCC(=O)Nc2c(C)cccc2C)c1
60) COc1ccc(-n2nnnc2-c2cccc(OC)c2)cc1
screen / no.	57	58	59	60
Bcl-B TR3 displacers	-10%	-3%	-3%	-4%
IL1B NFkB inh	-23	-4	7	-35
PLAP inhibition	-49%	5%	-7%	6%
IL1B NFkB pot cell count 2 µM	153	177	157	189
MRP reversal	-18	7	13	-20
MRP reversal cytotoxicity	84	97	94	26
MRP reversal with doxorubicin	102	89	81	46
IL1B NFkB pot	23	4	-7	35
IL1B NFkB inh cell count 2 µM	153	177	157	189

Shown with tabs: entries from further up
nr	Structure	Bcl-B TR3 displacers	IL1B NFkB inh	PLAP inhibition	IL1B NFkB pot cell count 2 µM	MRP reversal	MRP reversal cytotoxicity	MRP reversal with doxorubicin	IL1B NFkB pot	IL1B NFkB inh cell count 2 µM
45	Cc1cc(NC(=O)CCC(=O)N(Cc2cccs2)C(C(=O)NC2CCCC2)c2cccnc2)no1 (stereo unspecified)	7%	4	-26%	175	13	99	85	-4	175
46	CCOc1ccc(S(=O)(=O)Nc2cccc(Cl)c2)cc1	/	-16	/	117	-34	10	44	16	117
47	CCCCCCn1c(CN2CCCCC2C)nc2c1c(=O)n(C)c(=O)n2C (stereo unspecified)	/	-2	/	117	/	/	/	2	117
48	CC(C)OC(=O)CSc1nnc(-c2cccnc2)n1N	4%	-17	13%	115	12	102	91	17	115
49	COc1cc(-c2nn3c(-c4ccccc4)nnc3s2)cc(OC)c1OC	11%	-11	-9%	107	-3	40	43	11	107
50	CC(C)Cc1cc(C(=O)Nc2c(F)cc(F)cc2Br)no1	0%	-13	9%	73	/	/	/	13	73
51	Cc1ccc(S(=O)(=O)NCc2csc(C)n2)c(C)c1	9%	-31	4%	128	3	84	81	31	128
52	CC(Sc1n[nH]c(=O)[nH]c1=O)C(=O)OCc1ccccc1 (stereo unspecified)	-1%	-7	-28%	108	2	93	91	7	108
53	C[N+](C)(C)CCCN1C(=O)CCCC1=O	0%	4	4%	161	/	/	/	-4	161
54	CC1CCCN(c2oc(-c3cccc4ccccc34)nc2C#N)C1 (stereo unspecified)	6%	/	-12%	/	16	95	79	/	/
55	CC(=O)C1=C(C)NC(SCC(=O)c2ccc(Cl)cc2)=C(C#N)C1CC(C)C (stereo unspecified)	-22%	-9	-22%	199	10	63	53	9	199
56	CC1(C)N=C(c2ccccn2)C(C)(C)N1O	6%	-5	-18%	168	18	95	77	5	168
57	CCN1CCN(CCCNC(=O)c2cc3cc4ccc(OC)cc4nc3o2)CC1	-10%	-23	-49%	153	-18	84	102	23	153

Assay outcomes: PubChem, several laboratories
